# Assay outcomes deposited in PubChem BioAssay by several laboratories.
# APP 5'UTR act – APP 5'UTR luciferase reporter activation; SH-SY5Y APP 5'UTR luciferase reporter, luminescence; zero percent = DMSO vehicle wells; activation, % at 2 µM; 190,000 tested, 1% active; AID 1276;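 active = activation above a set limit, based on mean plus 3 SD of controls, cut at about 140% in these data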; note: values of inactives mirror those of a sister screen read the other way
# FLuc inh counter – Photinus pyralis luciferase inhibition counter-screen. P08659. ATPLite firefly luciferase biochemical luminescence, 10 min. inhibition, % at 10 µM. 200,000 tested, 1.5% active;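 active = inhibition above about 50% when tested at 10 µM, limit read from the data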
# Diaphorase inh – diaphorase inhibition or chemical oxidation counter-screen; AID 1217; diaphorase resazurin-to-resorufin fluorescence, NADH, 16 min; bacterial (C. kluyveri) enzyme, not human; 190,000 tested, 0.69% active; inhibition, % at 20 µM;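 active = primary screen inhibition at 20 µM above a set limit, cut at about 50% in these data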;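 note: plate controls were DMSO with full reaction for no effect and wells lacking NADH for full effect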
#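 controls = No-NADH positive control and DMSO neutral control | system = Clostridium kluyveri diaphorase enzyme | timing = reaction incubation of 16 min at room temperature | signal = resorufin fluorescence 544/590 nm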
# TLR4-MyD88 BLA – inhibitors of human TLR4-MyD88 binding. HeLa CL3-4 TLR4/MyD88 BLA complementation, FRET ratio. inhibition, % at 8.4 µM. 200,000 tested, 0.18% active. AID 861; in the data active = inhibition above about 25%;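 note: 0% = vehicle and 100% = reference inhibitor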
# Target sequence (O00206 whole entry, looked up): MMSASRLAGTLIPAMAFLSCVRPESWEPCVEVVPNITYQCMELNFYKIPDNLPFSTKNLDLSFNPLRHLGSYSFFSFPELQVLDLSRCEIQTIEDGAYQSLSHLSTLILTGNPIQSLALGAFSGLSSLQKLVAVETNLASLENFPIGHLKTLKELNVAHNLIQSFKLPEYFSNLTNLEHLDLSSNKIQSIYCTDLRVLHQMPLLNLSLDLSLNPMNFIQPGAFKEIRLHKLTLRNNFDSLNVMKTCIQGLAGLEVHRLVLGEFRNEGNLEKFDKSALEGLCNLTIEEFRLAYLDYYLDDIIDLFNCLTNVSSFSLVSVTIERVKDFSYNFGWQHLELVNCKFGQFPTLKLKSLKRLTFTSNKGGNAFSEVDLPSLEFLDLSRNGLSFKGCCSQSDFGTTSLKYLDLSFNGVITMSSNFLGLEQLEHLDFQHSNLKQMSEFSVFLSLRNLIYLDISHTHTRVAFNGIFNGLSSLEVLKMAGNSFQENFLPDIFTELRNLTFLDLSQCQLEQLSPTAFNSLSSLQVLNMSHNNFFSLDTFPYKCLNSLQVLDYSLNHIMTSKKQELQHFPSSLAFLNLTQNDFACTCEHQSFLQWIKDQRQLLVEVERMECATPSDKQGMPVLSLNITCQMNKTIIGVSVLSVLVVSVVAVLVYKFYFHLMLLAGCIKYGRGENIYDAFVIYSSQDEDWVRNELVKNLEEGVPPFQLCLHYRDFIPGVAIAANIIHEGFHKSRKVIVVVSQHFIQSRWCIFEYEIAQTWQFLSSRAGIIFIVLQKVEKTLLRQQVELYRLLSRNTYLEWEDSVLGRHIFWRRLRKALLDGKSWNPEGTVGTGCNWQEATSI
# Target sequence (Q99836 whole entry, looked up): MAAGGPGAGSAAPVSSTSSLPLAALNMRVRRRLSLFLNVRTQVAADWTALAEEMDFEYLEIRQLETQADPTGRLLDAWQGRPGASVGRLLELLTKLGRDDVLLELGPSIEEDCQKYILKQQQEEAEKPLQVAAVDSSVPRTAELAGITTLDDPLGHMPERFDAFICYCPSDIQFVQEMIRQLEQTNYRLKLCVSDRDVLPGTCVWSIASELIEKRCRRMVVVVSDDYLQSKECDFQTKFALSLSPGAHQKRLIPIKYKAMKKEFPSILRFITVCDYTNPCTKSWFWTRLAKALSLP
# NF-kB neuron act – compounds increasing NF-kB expression in human neuronal cells; fold change at 12.5 µM; 190,000 tested, 1.6% active; NF-kB reporter expression; active compounds read high; in the data active = fold change above about 3.3
# APP transl inh – APP translation inhibition; SH-SY5Y APP 5'UTR-luciferase reporter, luminescence; inhibition, % at 2 µM; 190,000 tested, 0.82% active;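 active = inhibition above a set limit, derived from the sample mean plus 3 SD, cut at about 45% in these data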; note: values of inactives mirror those of a sister screen read the other way
# G6PDH counter – counter-screen for G6PDH assay hits: L. mesenteroides G6PDH inhibition; 200,000 tested, 0.12% active; Purified L. mesenteroides G6PDH, diaphorase/resazurin coupled fluorescence, 45 min; inhibition, % at 5 µM; in the data active = inhibition above about 50%
# FLuc act counter – firefly luciferase counter-screen for stimulation assays; P08659; 200,000 tested, under 10 active; activation factor at 10 µM; ATPlite luciferase biochemical, luminescence, 10 min; 0 = ATP-free wells, 1 = DMSO control;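 active = luciferase activation factor, scaled between plate controls, of at least 2 with compound at 10 µM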
#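 Material: luciferase plus luciferin reagent, cell-free. Medium: PBS buffer for ATP. Also added: ATP substrate, dispensed from a 10.24 µM working solution in PBS. Doses: test compounds dosed from 2 mM stocks in 100% DMSO. Incubation: 10 min post-reagent at room temperature. Technique: light output (luminescence). Read-out basis: luminescence gain marking luciferase activators.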
# Diaph act CS – diaphorase activation or chemical reduction counter-screen; Diaphorase/resazurin coupled assay, resorufin fluorescence, 16 min; active compounds read high; 1 = vehicle wells, 0 = NADH-free wells; activation factor at 20 µM; 190,000 tested, 0.005% active; AID 1229;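 active = diaphorase activity raised at least twofold by the compound at 20 µM; inactive = activation factor below 2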
#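 System – purified diaphorase enzyme from Clostridium kluyveri · Input – enzyme 0.07 U/mL final · Also added – final NADH 0.114 mM, resazurin 0.1 mM · Measured by – fluorescence of resorufin, 544 nm excitation, 590 nm emission · Timing – 16 min enzyme reaction, ambient temperature · Measure – resorufin increase flagging diaphorase activators or reducers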
# STAT1 activator – increases IFN-gamma driven STAT1 reporter signal; NIH 3T3 STAT1-luciferase reporter, luminescence; 100% = IFN-gamma alone, no compound; activation (% of control), % at 5.5 µM; 200,000 tested, 2.6% active; AID 932;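 active = activation above the screen-wide mean activation plus 3 SD, cut at about 130% in these data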;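 note: raw ratio to IFN-gamma control signal so 100% means no change and 0% no light; values of inactives mirror those of a sister screen read the other way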
# * = called active by the depositor; . = not tested or not shown. Rows are unselected; about 5.6% have a hit in one of these screens.
SMILES,APP 5'UTR act,FLuc inh counter,Diaphorase inh,TLR4-MyD88 BLA,NF-kB neuron act,APP transl inh,G6PDH counter,FLuc act counter,Diaph act CS,STAT1 activator
CCO[C@@H]1OC(C(=O)N2CCN(C)CC2)=C[C@H](c2csc3ccccc23)[C@H]1CCCO,13.0,-2.6,9.7,7.5,0.95,-13.0,7.3,1,0.9,103.1
O=C(O)COc1ccc(Nc2ccccc2)cc1,7.9,-2.4,16.9,-2.2,1.1,-7.9,3.1,1,0.8,102.9
COC(=O)c1[nH]c2ccc(C)cc2c1NC(=O)CN1CCC(C)CC1,0.1,-2.5,16.0,-5.1,1.27,-0.1,-2.8,1,0.8,96.4
Cc1ccc(SCC(=O)NC2CCS(=O)(=O)C2)cc1 (stereo unspecified),-1.9,-9.2,11.0,9.2,1.07,1.9,6.0,1.1,0.9,102.8
COc1ccc(-c2n[nH]c(C)c2-c2ccc(OC)c(OC)c2)c(O)c1,4.7,-3.2,25.5,4.9,1.25,-4.7,16.1,1,0.7,96.9
COc1ccc(/C=C/C(=O)OCC(=O)Nc2ccc(Cl)cc2F)cc1S(=O)(=O)N1CCOCC1,10.8,-5.2,12.7,10.4,0.82,-10.8,14.1,1.1,0.9,102.4
Cc1noc2ncnc(Oc3ccc(C(C)(C)C)cc3)c12,-4.2,-5.3,-5.1,-3.7,1.09,4.2,0.3,1.1,1.1,102.9
Cn1c(C(=O)NCc2cccnc2)cc2sccc21,0.2,0.7,-1.0,-10.0,1.01,-0.2,3.2,1,1,103.5
O=C(NC1CCCCC1)c1cc2nc(-c3ccco3)cc(C(F)(F)F)n2n1,3.8,0.6,13.5,8.0,1.24,-3.8,3.3,1,0.9,94.2
COC(=O)c1cn(NC(=O)Cc2cccc(C(F)(F)F)c2)c(=O)c2ccccc12,-6.9,-1.1,6.7,-8.8,0.91,6.9,-6.7,1,0.9,94.1
CC(C)CNC(=S)NC1CC2CCCC(C1)N2Cc1ccco1 (stereo unspecified),6.3,-8.6,2.5,-16.9,1.67,-6.3,5.0,1.1,1,89.5
CCOc1ccc(C2=Nn3c(nnc3-c3ccccc3)SC2)cc1Cl,-5.9,-7.8,6.9,4.6,0.86,5.9,-3.7,1.1,0.9,102.1
COCCn1c(-c2ccc(OC)cc2)nc2ccccc21,-2.8,12.1,3.2,-6.0,1.21,2.8,-0.4,0.9,1,101.2
CC(=O)Nc1ccc(OCC(O)Cn2nc(C)nc2C)cc1 (stereo unspecified),-3.9,-3.9,15.0,5.2,1.04,3.9,9.6,1,0.8,108.1
COC(=O)c1sc2nc(SCC(=O)N(C)c3ccccc3)n(N)c(=O)c2c1C,24.7,-5.6,2.4,1.5,1.23,-24.7,-0.7,1.1,1,101.8
O=C(Nc1ccccc1F)Nc1ccccc1F,78.7,13.4,5.2,-13.9,1.82,-78.7,5.6,0.9,0.9,110.7
CCSc1nnc(NC(=O)CSc2c(Cl)cccc2Cl)s1,-5.9,-1.1,14.5,-14.2,0.85,5.9,2.4,1,0.9,103.2
COCCNC(=S)N1CCc2cc(OC)c(OC)cc2C1c1cccs1 (stereo unspecified),5.4,-4.1,-2.3,5.7,1.18,-5.4,3.8,1,1,102.6
Cc1ccc2nc(C3CCN(CC(=O)Nc4ccc5c(c4)OCCO5)CC3)[nH]c2c1,-10.1,2.0,5.4,3.6,0.82,10.1,-10.1,1,0.9,97.8
CCS(=O)(=O)CCSc1nc2ccccc2o1,17.1,-1.9,7.0,-1.6,1.01,-17.1,-7.7,1,0.9,100.2
COc1ccc(CNc2nc3ccccc3n2C)c(OC)c1,119.8,26.2,-9.0,10.5,3.43*,-119.8,3.9,0.7,1.1,107.5
Cc1cc(C)c2c(-n3cccc3)c(C(=O)NNS(=O)(=O)c3ccc(Br)cc3)sc2n1,6.9,-1.9,23.8,-13.7,1.04,-6.9,13.3,1,0.8,100.7
O=C1CC(C(=O)Nc2nccs2)C(c2ccccc2)O1 (stereo unspecified),.,-10.1,17.6,.,1.03,.,5.7,1.1,0.8,.
O=C(NCc1ccco1)c1ccc(=O)[nH]n1,2.1,-3.1,0.3,23.1,0.93,-2.1,4.4,1,1,99.8
O=C(O)c1nn2c(c1Br)NC(c1ccccc1)CC2C(F)(F)F (stereo unspecified),9.8,-6.2,7.7,-5.6,1.03,-9.8,2.7,1.1,0.9,98.3
# Other results:
SMILES,APP 5'UTR act,FLuc inh counter,Diaphorase inh,TLR4-MyD88 BLA,NF-kB neuron act,APP transl inh,G6PDH counter,FLuc act counter,Diaph act CS,STAT1 activator
CCn1cc(/C=N/NC(=O)c2ccc(C#N)cc2F)c2ccccc21,-3.8,-6.2,7.7,5.1,1.12,3.8,4.5,1.1,0.9,94.4
O=C(N/N=C/c1ccc(Cl)c([N+](=O)[O-])c1)c1ccc2nc[nH]c2c1,3.6,1.9,16.7,-0.4,0.55,-3.6,-2.2,1,0.8,107.0
CC(O/N=C\c1ccccc1O)C(=O)Nc1ccccc1C(=O)N1CCOCC1 (stereo unspecified),15.9,1.0,3.6,-3.1,1.39,-15.9,3.2,1,1,92.9
CC1CCCC(NC(=O)CNCc2ccccc2F)C1C (stereo unspecified),2.7,-4.8,10.1,1.7,1.12,-2.7,2.8,1,0.9,99.9
COc1ccc(C=C(c2ccc(OC)cc2)c2ccc(OC)cc2)cc1,-0.3,-5.5,12.6,5.9,0.98,0.3,-0.1,1.1,0.9,100.9
COC(=O)C1=C(N)Oc2cc(N(C)C)ccc2C1c1ccccc1OC (stereo unspecified),-66.2,0.8,13.0,1.5,1.17,66.3*,8.3,1,0.9,112.5
Cc1ccc(-c2noc(C3CCN(S(=O)(=O)c4ccc5c(c4)OCCO5)CC3)n2)o1,36.2,-4.9,38.3,7.2,0.85,-36.2,5.7,1,0.6,94.0
Cn1cnnc1SCC(=O)OCN1C(=O)c2ccccc2C1=O,-1.4,-4.7,-6.3,5.4,1.02,1.4,0.4,1,1.1,101.3
Cc1cc(=O)n2c3ccccc3n(CC(O)CN3CCCC3)c2c1C#N (stereo unspecified),13.2,-1.4,-8.0,-1.5,0.87,-13.2,2.3,1,1.1,104.5
CCCc1nnc(SCC(=O)N2C(C)CCCC2C)n1CC1CCCO1 (stereo unspecified),-6.6,-9.3,12.3,4.6,1.45,6.6,6.6,1.1,0.9,111.2
COc1cc2c(cc1NCc1ccccn1)oc1ccccc12,41.5,-0.9,32.1,-1.0,1.55,-41.5,10.2,1,0.7,126.2
Cc1cc(C)cc(NC(=S)NCc2ccc3c(c2)OCO3)c1,-14.6,.,.,-15.8,.,14.6,.,.,.,88.4
CN(c1ccccc1)C(c1ccc(F)cc1)c1nnnn1C1CCCC1 (stereo unspecified),-2.8,-8.2,17.8,12.7,0.82,2.8,-18.6,1.1,0.8,101.5
CC(C)NS(=O)(=O)c1ccc(OCC(=O)N2CCCC2)c(Cl)c1,-0.6,-4.2,10.0,7.5,1.02,0.6,7.0,1,0.9,98.4
CC(Sc1nc2c(cc1C#N)CCCCC2)C(=O)O (stereo unspecified),26.2,-3.7,3.5,-4.2,1.05,-26.2,2.2,1,1,97.0
O=C(NC1CC1)c1cccc(Nc2ccc(-c3ccc4c(c3)OCCO4)nn2)c1,83.5,83.2*,23.5,-3.1,0.63,-83.5,-20.8,0.2,0.8,109.4
COC(=O)c1cc2n(n1)CCN(Cc1ccccc1F)C2=O,21.1,-3.9,-2.9,-1.2,1.07,-21.1,10.0,1,1,91.0
O=C(Nc1ccc(F)cc1)Nc1ccccc1NS(=O)(=O)c1cccs1,-3.1,-2.1,3.1,-1.6,0.94,3.1,9.2,1,1,97.9
Cc1cc(C)n2nc(C(=O)NC(c3ccccc3)c3ccccc3)nc2n1,-11.3,-6.9,-4.6,3.5,1.09,11.3,-0.6,1.1,1,95.8
CC1CCN(Cc2csc(N)n2)CC1,2.4,-6.1,2.1,-10.9,0.9,-2.4,4.8,1.1,1,94.4
CCN(CC)C(=O)CCc1nc2sc3c(c2c(=O)[nH]1)CCCC3,-5.8,-3.0,1.0,-2.5,1.01,5.8,4.1,1,1,103.6
CC(C)(C)C1CCc2c(C(=O)NNC(=O)CCC(=O)O)csc2C1 (stereo unspecified),25.2,2.6,12.7,-7.2,1.1,-25.2,8.1,1,0.9,104.8
COc1ccccc1C(c1nnnn1C(C)(C)C)N1CCCCCC1 (stereo unspecified),7.9,-5.5,9.7,0.0,1.02,-7.9,-3.1,1.1,0.9,94.1
CCCCSc1nnc2n(CCc3ccccc3)c(=O)c3c4c(sc3n12)COC(C)(C)C4,8.2,-5.1,8.9,-22.0,0.9,-8.2,-48.9,1.1,0.9,103.6
COc1ccc(-c2noc(N3CCC(C(=O)N4CCN(c5ccccn5)CC4)CC3)n2)cc1,5.8,5.3,21.0,5.4,0.51,-5.8,-0.5,0.9,0.8,96.2

# Pulled by compound from the entries so far, 2 records:
SMILES,APP 5'UTR act,FLuc inh counter,Diaphorase inh,TLR4-MyD88 BLA,NF-kB neuron act,APP transl inh,G6PDH counter,FLuc act counter,Diaph act CS,STAT1 activator
CCn1cc(/C=N/NC(=O)c2ccc(C#N)cc2F)c2ccccc21,-3.8,-6.2,7.7,5.1,1.12,3.8,4.5,1.1,0.9,94.4
COC(=O)C1=C(N)Oc2cc(N(C)C)ccc2C1c1ccccc1OC (stereo unspecified),-66.2,0.8,13.0,1.5,1.17,66.3*,8.3,1,0.9,112.5

# Returning to the listing; the three compounds before the break are reprinted first.
SMILES,APP 5'UTR act,FLuc inh counter,Diaphorase inh,TLR4-MyD88 BLA,NF-kB neuron act,APP transl inh,G6PDH counter,FLuc act counter,Diaph act CS,STAT1 activator
COc1ccccc1C(c1nnnn1C(C)(C)C)N1CCCCCC1 (stereo unspecified),7.9,-5.5,9.7,0.0,1.02,-7.9,-3.1,1.1,0.9,94.1
CCCCSc1nnc2n(CCc3ccccc3)c(=O)c3c4c(sc3n12)COC(C)(C)C4,8.2,-5.1,8.9,-22.0,0.9,-8.2,-48.9,1.1,0.9,103.6
COc1ccc(-c2noc(N3CCC(C(=O)N4CCN(c5ccccn5)CC4)CC3)n2)cc1,5.8,5.3,21.0,5.4,0.51,-5.8,-0.5,0.9,0.8,96.2
CC(C)Sc1nc2ccccc2n1CC(=O)NCc1ccc2c(c1)OCO2,-3.9,-0.4,6.7,-0.1,0.86,3.9,-3.6,1,0.9,99.0
O=C(CN(Cc1cccs1)C(=O)CNS(=O)(=O)c1ccc(F)cc1)NCc1ccco1,17.6,-3.5,6.1,6.2,1.08,-17.6,-0.5,1,0.9,103.9
NC(=S)n1[nH]c(-c2ccccc2)c(N=Nc2ccccc2C(=O)N2CCOCC2)c1=O,-19.8,-5.1,1.1,-1.5,0.93,19.8,6.3,1.1,1,103.7
CSc1ncccc1C(=O)OCC(=O)N(C)C1CCS(=O)(=O)C1 (stereo unspecified),14.4,-6.3,6.6,3.6,1.01,-14.4,3.8,1.1,0.9,104.0
O=C(c1ccc(Cl)c(Cl)c1)N1CCC(=O)N(C(COCc2ccc(Cl)cc2)Cc2ccccc2)CC1 (stereo unspecified),4.7,-7.8,16.1,-27.6,1.07,-4.7,19.9,1.1,0.8,98.2
CSc1ncccc1C(=O)NC1CCCCCC1,22.4,-4.9,-2.0,-0.9,1.16,-22.4,1.5,1,1,94.6
